Bioassay records from PubChem BioAssay.
KLF5 inhibitor = inhibitors of KLF5 expression. inhibition, % at 5 µM. DLD-1 KLF5 promoter-luciferase reporter, luminescence. actives 0.23% (n = 290,000);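 active = inhibition above a per-plate limit of that plate's mean compound inhibition plus 3 SD, cut at about 60% in these data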;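 note: 0% = DMSO wells and 100% = LY294002 at 200 µM; higher means less KLF5 promoter-driven luciferase light; inactives centre near -14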
GSK3 alpha inh = blocks human GSK-3 alpha kinase; actives 0.1% (n = 320,000); P49840; inhibition, % at 10 µM; ADP-Glo luminescence, 60 min;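 in the data active = inhibition above about 50%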;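 note: GST-tagged GSK-3 alpha with peptide substrate and 25 µM ATP; 0% = DMSO neutral wells and 100% = GW8510 positive control wells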
Target sequence (P49840 whole entry, looked up): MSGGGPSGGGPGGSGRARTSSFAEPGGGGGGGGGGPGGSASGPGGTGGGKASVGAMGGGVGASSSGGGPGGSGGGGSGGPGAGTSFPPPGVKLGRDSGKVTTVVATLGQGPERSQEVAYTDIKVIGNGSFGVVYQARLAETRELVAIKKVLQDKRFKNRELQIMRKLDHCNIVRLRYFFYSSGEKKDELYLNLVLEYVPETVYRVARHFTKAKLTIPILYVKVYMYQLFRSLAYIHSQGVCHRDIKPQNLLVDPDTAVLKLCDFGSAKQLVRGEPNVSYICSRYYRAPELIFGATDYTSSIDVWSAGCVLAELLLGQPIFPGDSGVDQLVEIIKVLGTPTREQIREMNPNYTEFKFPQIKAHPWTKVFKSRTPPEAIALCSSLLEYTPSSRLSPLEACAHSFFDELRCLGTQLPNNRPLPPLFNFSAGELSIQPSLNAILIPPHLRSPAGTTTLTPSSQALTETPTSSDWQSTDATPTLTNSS
IEC-6 tox = IEC-6 cytotoxicity, counter-screen for KLF5 inhibitors | luminescence viability | inhibition, % at 5 µM | actives 0.78% (n = 290,000) | AID 1825; in the data active = inhibition above about 22%;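 note: 0% = plate median of test compound wells and 100% = cytotoxic reference compound wells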
HIF activator = HIF pathway transcriptional activation; U2OS HRE-luciferase reporter, luminescence; normalized: DMSO 0%, desferrioxamine 100%; activation, % at 7.5 µM (by protocol); actives 0.32% (n = 300,000);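 active = mean activation of at least 10% of the iron chelator positive control signal, with at least half of replicates also reaching 10%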
HSF1 inhib = HSF1 inhibition; NIH3T3-HGL HSE-luciferase, MG132-induced, luminescence 8 h; active compounds read low; activity change, negative = inhibition, % at 7.5 µM (by protocol); actives 0.77% (n = 300,000); AID 2098;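 active = more than half of replicate wells show activity change below -50%, luminescence cut by over half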;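 note: luciferase reports HSF-1 transcriptional activity via heat shock element; 0% = median of DMSO wells and -100% = zero luminescence signal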
GSK3B inh = inhibitors of human GSK3beta kinase. P49841. GST-GSK3beta kinase, ADP-Glo luminescence, 60 min; active compounds read low. activity score (negative = inhibition), % at 10 µM. actives 0.038% (n = 300,000);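 active = more than half of replicate wells score below -50%, meaning over 50% inhibition versus plate controls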;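 note: 0% = median DMSO wells and -100% = median GW8510 positive control wells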
Target sequence (P49841 whole entry, looked up): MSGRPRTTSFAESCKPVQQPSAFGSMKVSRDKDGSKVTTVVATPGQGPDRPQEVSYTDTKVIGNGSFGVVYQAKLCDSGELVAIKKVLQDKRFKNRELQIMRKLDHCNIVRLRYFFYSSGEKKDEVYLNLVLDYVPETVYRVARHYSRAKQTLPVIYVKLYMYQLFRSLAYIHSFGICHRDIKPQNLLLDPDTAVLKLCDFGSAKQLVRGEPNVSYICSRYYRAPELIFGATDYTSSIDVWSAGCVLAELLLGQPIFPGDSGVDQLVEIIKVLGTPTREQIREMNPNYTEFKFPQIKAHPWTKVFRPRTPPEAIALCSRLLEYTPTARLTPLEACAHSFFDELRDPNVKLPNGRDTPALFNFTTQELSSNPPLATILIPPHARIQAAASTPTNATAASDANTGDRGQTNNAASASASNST
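Assay system: GST-tagged human GSK3beta kinase, cell-free; Input: 1.6 ng GSK3beta; Medium: Tris/MgCl2 kinase buffer; Timing: 60 min enzyme reaction, room temperature; Signal: ADP-Glo luminescence quantifying ADP generated by kinase; Evaluation: score relative to plate controls; Benchmarks: DMSO neutral wells and GW8510 at 20 µM as positive.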
HSF1 activator = increases HSF-1 driven luciferase reporter signal; NIH3T3-HGL HSF-1 luciferase reporter, MG132, 8 h; 100% = twice DMSO control signal; activation, % at 9 µM; actives 1.7% (n = 300,000);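 active = mean replicate activation of at least 50% with a set share of replicates each reaching 50%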;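 note: 0% = median of the neutral control wells and 100% = twice that signal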
HSP90 refold inh = blocks HSP90-mediated luciferase refolding in reticulocyte lysate; Rabbit reticulocyte lysate, luciferase refolding luminescence, 3 h; inhibition, % at 5.6 µM; actives 0.91% (n = 290,000);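 active = inhibition above the screen-wide mean plus 3 SD, computed separately per campaign, cut at about 16% in these data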;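 note: 0% = DMSO wells and 100% = 60 µM geldanamycin wells; inhibitors lower the luminescence because luciferase stays unfolded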
aSyn UTR inh = MLPCN primary screen, SNCA 5' untranslated region. alpha-synuclein 5'UTR reporter, inhibitor activity. inhibition, % (tested at 7.5 µM). actives 0.82% (n = 300,000). AID 1813; in the data active = inhibition above about 60%;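 note: H4 neuroglioblastoma cells stably carrying SNCA 5'UTR luciferase fusion; 0% = DMSO wells and 100% = positive control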
AI-2 QS mod = Vibrio harveyi AI-2 quorum sensing modulation; AID 2094; activity change, % at 7.5 µM; Vibrio harveyi JMH597 AI-2 luminescence/OD600 ratio, 9 h; active compounds read low; strain lacks LuxN and CqsS sensors; 0 = neutral-control median; actives 0.4% (n = 300,000); in the data active = activity change below about -75%, passing the limit was not always enough;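 note: luminescence divided by OD600 gain over 9 h not by final OD600 alone; inactives centre near 13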
Numbers without * were called inactive; . = no result given.

Short keys – A = KLF5 inhibitor; B = GSK3 alpha inh; C = IEC-6 tox; D = HIF activator; E = HSF1 inhib; F = GSK3B inh; G = HSF1 activator; H = HSP90 refold inh; I = aSyn UTR inh; J = AI-2 QS mod
> N=c1ccn(Cc2ccc([N+](=O)[O-])cc2)cc1
  A: -26	B: -1	C: 0	D: -0.1	E: -3	F: 3	G: -14	H: 5	I: -24	J: 14
> Cc1ccc(C(=O)NCC(=O)NCCSc2ccc(Br)cc2)cc1
  A: .	B: -2	C: .	D: -1.7	E: 0	F: 2	G: 3	H: .	I: 9	J: 17
> O=C(c1ccncc1)N1CCN(S(=O)(=O)c2cc(C(F)(F)F)cc(C(F)(F)F)c2)CC1
  A: .	B: -5	C: .	D: -0.2	E: 2	F: -2	G: 5	H: .	I: 9	J: 9
> Cc1noc(NS(=O)(=O)c2ccc(NC(=O)CSc3nnc(-c4ccccc4)n3C3CCCCC3)cc2)c1C
  A: -25	B: .	C: -2	D: -0.4	E: -4	F: 0	G: 14	H: 2	I: 3	J: -2
> O=C(CSc1nc2ccccc2c(=O)n1-c1ccc(F)cc1)NCc1ccco1
  A: -23	B: -3	C: 0	D: -0.3	E: -1	F: -1	G: 15	H: -1	I: -44	J: 17
> Cc1ccc(-n2c(CNc3ccc(F)cc3)nnc2SCC(N)=O)cc1
  A: 4	B: -3	C: 1	D: 0.2	E: 1	F: 0	G: 6	H: 4	I: -15	J: 24
> CCOC(=O)N1CCN(CC(O)COc2ccccc2C(C)C)CC1 (stereo unspecified)
  A: 26	B: -5	C: -1	D: .	E: .	F: -3	G: .	H: -6	I: .	J: 6
> O=C(Nc1ccccc1)N1CCC(c2nc(-c3ccc(S(=O)(=O)N4CCOCC4)cc3)no2)CC1
  A: -20	B: -3	C: 0	D: 1.0	E: -9	F: 2	G: -10	H: -4	I: -13	J: 6
> Cc1ccc(OC(C)C(=O)N(Cc2cccs2)C2CCS(=O)(=O)C2)cc1C (stereo unspecified)
  A: 1	B: -1	C: -7	D: -1.1	E: -6	F: 2	G: -3	H: 1	I: -1	J: -9
> Cc1ccc(N2C(=O)C(NC(=O)c3ccccc3F)(C(F)(F)F)C3=C2CC(C)(C)CC3=O)cc1 (stereo unspecified)
  A: -26	B: 0	C: 2	D: -0.8	E: 2	F: 0	G: 3	H: 1	I: 14	J: 35

Short keys – A = KLF5 inhibitor; B = GSK3 alpha inh; C = IEC-6 tox; D = HIF activator; E = HSF1 inhib; F = GSK3B inh; G = HSF1 activator; H = HSP90 refold inh; I = aSyn UTR inh; J = AI-2 QS mod
> CCN(C(=O)COC(=O)c1ccc(Cl)c(N)c1)C1CCS(=O)(=O)C1 (stereo unspecified)
  A: 10	B: -1	C: -1	D: -0.5	E: -3	F: -3	G: 15	H: -1	I: 10	J: 5
> CCOc1ccc(S(=O)(=O)NCc2ccccc2)cc1C(N)=O
  A: -23	B: -2	C: -3	D: -0.1	E: 1	F: 3	G: -4	H: 1	I: -12	J: 20
> O=CN1CCCN(Cc2nc(-c3cccc(Cl)c3)no2)CC1
  A: -25	B: -2	C: 3	D: 0.1	E: 2	F: -3	G: -12	H: 4	I: -23	J: -21
> O=c1c2cc(NC(=S)NCc3ccccn3)ccc2nc2n1CCCCC2
  A: -21	B: 1	C: -8	D: 1.8	E: -9	F: 1	G: -18	H: 5	I: -10	J: 19
> CC(C)(C)NC(=O)Cn1nc(C(F)(F)F)c2c1CCCC2
  A: -9	B: 0	C: -2	D: -0.1	E: -3	F: 2	G: 1	H: -2	I: -2	J: 24
> O=C(NCc1cccnc1)C1c2ccccc2C(=O)N1Cc1ccccc1 (stereo unspecified)
  A: -20	B: 0	C: 3	D: -0.3	E: -1	F: 0	G: 0	H: -3	I: -13	J: 33
> O=C(C[n+]1cc(Br)cc(Br)c1)c1ccc(Cl)cc1
  A: -39	B: 0	C: 4	D: -0.2	E: 1	F: 3	G: -7	H: -1	I: 6	J: 8
> Cc1ccc(C(=O)NNC(=O)c2ccc3ncccc3c2)cc1
  A: -25	B: .	C: 6	D: 0.0	E: -2	F: 7	G: 17	H: 3	I: 16	J: 20
> CC(=O)c1csc(COc2cc(Cl)cc(Cl)c2)n1
  A: -12	B: 1	C: -3	D: 0.4	E: 4	F: -13	G: 11	H: -1	I: -44	J: 22
> Oc1ccc(C[C@@H]2CNCCN2CC2CCCCC2)cc1
  A: .	B: 1	C: .	D: 0.0	E: -4	F: -2	G: -9	H: .	I: -21	J: 21

Short keys – A = KLF5 inhibitor; B = GSK3 alpha inh; C = IEC-6 tox; D = HIF activator; E = HSF1 inhib; F = GSK3B inh; G = HSF1 activator; H = HSP90 refold inh; I = aSyn UTR inh; J = AI-2 QS mod
> COc1ccc2cc(C)c(SCC(=O)Nc3cc(C)on3)nc2c1
  A: 8	B: -3	C: 4	D: 0.2	E: -16	F: 1	G: -13	H: -2	I: 30	J: 21
> CCOC(=O)c1ccc(NC(=O)CSc2nnc(Cn3c(=O)sc4ccccc43)n2C)cc1
  A: 4	B: .	C: 5	D: -0.4	E: 2	F: 2	G: 4	H: -1	I: -9	J: 29
> CC(=O)Nc1ccc(N2CCN(C(=O)c3cccs3)CC2)cc1
  A: -1	B: -2	C: 2	D: 0.0	E: -1	F: -2	G: -15	H: 0	I: 6	J: 10
> Cc1ccc(OCC(=O)Nc2ccc(F)cc2)cc1C
  A: -7	B: -3	C: -2	D: 1.2	E: 2	F: 4	G: 11	H: -1	I: -74	J: -39
> CCN(CC)P(=O)(c1ccccc1)c1c(C)nc2ccccn12 (stereo unspecified)
  A: -4	B: -2	C: -8	D: -0.5	E: 5	F: 2	G: 0	H: -5	I: 10	J: 20
> C=CCn1c(CCSCc2ccc(OC)c(C)c2)n[nH]c1=S
  A: -13	B: 0	C: -8	D: -0.5	E: -7	F: 1	G: -6	H: 0	I: 11	J: 16
> O=C(CC(Cc1ccccc1)c1ccco1)NCc1ccco1 (stereo unspecified)
  A: -16	B: 0	C: -1	D: -0.3	E: 0	F: -7	G: -6	H: 0	I: -22	J: -5
> C=C(C(=O)c1ccccc1)C(CC(=O)c1ccccc1)c1ccccc1 (stereo unspecified)
  A: -12	B: 0	C: -6	D: 0.2	E: 86	F: 1	G: 144*	H: 1	I: 37	J: 6
> CC1CCN(CCCCOc2ccccc2[N+](=O)[O-])CC1
  A: 3	B: 0	C: -2	D: -0.2	E: 3	F: 1	G: 4	H: -3	I: 13	J: 26
> Cc1sc(-c2ccccn2)nc1OC(=O)c1ccc(Cl)c(Cl)c1
  A: -13	B: -2	C: 0	D: -0.1	E: -7	F: 3	G: -11	H: 1	I: 2	J: 26

Short keys – A = KLF5 inhibitor; B = GSK3 alpha inh; C = IEC-6 tox; D = HIF activator; E = HSF1 inhib; F = GSK3B inh; G = HSF1 activator; H = HSP90 refold inh; I = aSyn UTR inh; J = AI-2 QS mod
> Cc1ccc2cccc(S(=O)(=O)Nc3ccc4c(c3)OCO4)c2n1
  A: -22	B: -2	C: -9	D: -0.1	E: 0	F: -1	G: 16	H: -1	I: 13	J: 6
> COc1ccccc1CN(Cc1cc2cc(C)ccc2[nH]c1=O)Cc1nnnn1Cc1ccco1
  A: -9	B: 0	C: -5	D: 0.0	E: 8	F: 1	G: -7	H: 5	I: 13	J: 13
> COC(=O)c1ccc(C2CC(=O)Nc3cc(OC)c(OC)cc32)cc1 (stereo unspecified)
  A: -18	B: 3	C: 1	D: 0.0	E: -2	F: 2	G: 8	H: 1	I: 10	J: 25
> Cc1nc2ccccn2c1C(=O)NCC(C)C
  A: -29	B: -1	C: -2	D: -0.2	E: -5	F: 1	G: -10	H: -2	I: -12	J: -12
> CCOC(CNC(=O)c1nnc(Cc2cc(OC)c(OC)c(OC)c2)o1)OCC
  A: -15	B: -1	C: 10	D: -0.5	E: -5	F: 1	G: 2	H: 2	I: 1	J: 16
> CC(C)(CN1CCN(Cc2ccccc2)CC1)NS(=O)(=O)c1ccc(Cl)cc1
  A: -14	B: 1	C: -3	D: -0.3	E: -1	F: 0	G: 4	H: 0	I: 2	J: 23
> N#C/C(=C\c1ccc(Cl)cc1)c1nc2ncccc2[nH]1
  A: -8	B: -2	C: -7	D: 1.5	E: 20	F: 1	G: 54*	H: 0	I: -94	J: 10
> COc1ccccc1C(=O)NNC(=O)c1ccccc1
  A: -91	B: 1	C: 0	D: 1.7	E: 16	F: 3	G: 8	H: 5	I: -74	J: 10
> Cc1cn(C2OC(CC(=O)Oc3ccccc3)C(O)C2O)c(=O)[nH]c1=O (stereo unspecified)
  A: .	B: 52*	C: .	D: -0.3	E: -8	F: -25	G: -12	H: .	I: 22	J: 29
> Cc1ccc(S(=O)(=O)N(CC(=O)N/N=C/c2ccc(F)cc2)c2cccc3cccnc23)cc1
  A: 5	B: -6	C: 2	D: 0.0	E: 0	F: 1	G: 5	H: -2	I: 30	J: 14
> Cc1nnc(SCC(=O)Nc2ccc(Cl)cn2)s1
  A: 0	B: 16	C: 5	D: 0.0	E: -3	F: -12	G: 1	H: 3	I: 16	J: 18
> O=C(/C=C/c1cn(-c2ccccc2)nc1-c1cccs1)NCCN1CCOCC1
  A: -10	B: 0	C: 0	D: -0.2	E: 6	F: 1	G: 24	H: 0	I: 1	J: 16
> COc1cc(OC)c(CN2CCCCCCC2)cc1Br
  A: 1	B: 0	C: -3	D: 0.1	E: -4	F: -2	G: 4	H: -1	I: -19	J: 31

Compounds from the list above that contain fluorine, in the order listed:
Short keys – A = KLF5 inhibitor; B = GSK3 alpha inh; C = IEC-6 tox; D = HIF activator; E = HSF1 inhib; F = GSK3B inh; G = HSF1 activator; H = HSP90 refold inh; I = aSyn UTR inh; J = AI-2 QS mod
> O=C(c1ccncc1)N1CCN(S(=O)(=O)c2cc(C(F)(F)F)cc(C(F)(F)F)c2)CC1
  A: .	B: -5	C: .	D: -0.2	E: 2	F: -2	G: 5	H: .	I: 9	J: 9
> O=C(CSc1nc2ccccc2c(=O)n1-c1ccc(F)cc1)NCc1ccco1
  A: -23	B: -3	C: 0	D: -0.3	E: -1	F: -1	G: 15	H: -1	I: -44	J: 17
> Cc1ccc(-n2c(CNc3ccc(F)cc3)nnc2SCC(N)=O)cc1
  A: 4	B: -3	C: 1	D: 0.2	E: 1	F: 0	G: 6	H: 4	I: -15	J: 24
> Cc1ccc(N2C(=O)C(NC(=O)c3ccccc3F)(C(F)(F)F)C3=C2CC(C)(C)CC3=O)cc1 (stereo unspecified)
  A: -26	B: 0	C: 2	D: -0.8	E: 2	F: 0	G: 3	H: 1	I: 14	J: 35
> CC(C)(C)NC(=O)Cn1nc(C(F)(F)F)c2c1CCCC2
  A: -9	B: 0	C: -2	D: -0.1	E: -3	F: 2	G: 1	H: -2	I: -2	J: 24
> Cc1ccc(OCC(=O)Nc2ccc(F)cc2)cc1C
  A: -7	B: -3	C: -2	D: 1.2	E: 2	F: 4	G: 11	H: -1	I: -74	J: -39
> Cc1ccc(S(=O)(=O)N(CC(=O)N/N=C/c2ccc(F)cc2)c2cccc3cccnc23)cc1
  A: 5	B: -6	C: 2	D: 0.0	E: 0	F: 1	G: 5	H: -2	I: 30	J: 14
